ERK EGF block – qHTS Assay for Inhibitors of the ERK Signaling Pathway using a Homogeneous Screening Assay; Stimulation with EGF; Potency, µM (top dose mostly 11.5 µM), for inactives: at the top dose activity change, negative = inhibition, hits mostly inhibitors; HEK293-V1b, EGF-stimulated phospho-ERK AlphaScreen; actives 0.41% (n = 130,000); AID 1454, 2008; active = well fitted inhibition curve with a large enough effect; inconclusive = small, poorly fitted or top-dose-only effect, or effect the other way;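 note: plate controls were stimulated vehicle wells for no effect and unstimulated vehicle basal for full effect; nearly all actives have a fitted effect of over 55% in size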
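Readout: AlphaScreen signal for phosphorylated ERK in lysed HEK293 cells stably expressing V1b. Stimulus 25 nM EGF, 5 min, following 30 min compound exposure. Data scaled to DMSO basal and full EGF activation.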
* marks the source's active call; other numbers are inactive results; ? = inconclusive; & = joins results of further samples; [ ] = dose if it differs, or a comment. Potency is the fitted concentration of half-maximal effect. These rows are one share of the data (hit frequency here may not be typical).

O=[N+]([O-])c1cc(C(F)(F)F)ccc1SCC(O)CO (stereo unspecified)
  ERK EGF block = 2%

O=S(=O)(c1ccccc1)c1cnc(-c2ccccc2)nc1N1CCCCC1
  ERK EGF block = -9%

CSc1ncccc1C(=O)OCC(=O)c1ccc2c(c1)NC(=O)CO2
  ERK EGF block = 7%[57.5 µM]

O=C(N/N=C/c1ccc(Br)cc1)c1cc[n+](Cc2ccccc2)cc1
  ERK EGF block = 2%

CC12CN(Cc3ccccc3)CC(C)(CN(Cc3ccccc3)C1)C2=O
  ERK EGF block = -10%

CCCCCCCC(=O)N/N=C/c1ccncc1
  ERK EGF block = 20%[57.5 µM]

CCOc1ccc(S(N)(=O)=O)cc1-c1nc2c(C(C)(C)C)nn(C)c2c(=O)[nH]1
  ERK EGF block = 5%[57.5 µM]

COc1ccc(CNC(=O)Nc2cc(C)ccc2C)cc1
  ERK EGF block = -5%

COC(=O)c1ccc(NC(=S)NN2CCOCC2)cc1
  ERK EGF block = 0%

CCN(CC)c1ccc(/C=C2\C(=O)c3ccc(C(=O)O)cc3C2=O)cc1
  ERK EGF block = ?

O=C(O)c1ccc(Sc2nnc3ccccn23)c([N+](=O)[O-])c1
  ERK EGF block = 5%[57.5 µM]

COc1ccc(CCNC(=O)c2ccc(CNS(=O)(=O)c3ccccc3)cc2)cc1OC
  ERK EGF block = -14%

C[C@H]1C=C(C(=O)NC2CC2)O[C@@H](OCc2ccc(CO)cc2)C1
  ERK EGF block = 1%[57.5 µM]

O=C(O)/C=C/C(=O)NCCc1cccc(Cl)c1
  ERK EGF block = -20%

C[N+]1(CC(=O)OC2CCCCCCCCCCC2)CCCC1
  ERK EGF block = 3%

CSc1cccc(NC(=O)C2CCN(C(=O)c3ccccc3C)CC2)c1
  ERK EGF block = -10%

CCOc1ccnc(OCC)c1Br
  ERK EGF block = 7%

CC(Sc1nc2cc(Cl)ccc2s1)C(=O)Nc1ccc2c(c1)OCO2 (stereo unspecified)
  ERK EGF block = -4%

O=C(Nc1cccnc1)Nc1cc(Cl)cc(Cl)c1
  ERK EGF block = 41%

O=C(NCc1ccccc1)c1csc2c1CCCC2
  ERK EGF block = -2%

O=C(Nc1nnc(-c2ccc(F)cc2)o1)c1cc(Cl)sc1Cl
  ERK EGF block = -3%

O=C(N=Nc1ccc(NOC(=O)c2ccccc2Br)cc1)c1ccccc1O
  ERK EGF block = ?

O=C(O)C1[C@H]2C(=O)N(C3CCCC3)C[C@]23C=C[C@H]1O3 (stereo partly specified)
  ERK EGF block = -13%[57.5 µM]

CC1=C(C(=O)OCC2CCCO2)C(c2coc3ccccc3c2=O)C2=C(CCCC2=O)N1 (stereo unspecified)
  ERK EGF block = 4%

CSCCC(NS(=O)(=O)c1ccc2c(c1)oc(=O)n2C)C(=O)NCc1ccccc1 (stereo unspecified)
  ERK EGF block = 5%[57.5 µM]

Sorted by value in ERK EGF block (low to high): some entries from above.
CC12CN(Cc3ccccc3)CC(C)(CN(Cc3ccccc3)C1)C2=O
  ERK EGF block = -10%

CC(Sc1nc2cc(Cl)ccc2s1)C(=O)Nc1ccc2c(c1)OCO2 (stereo unspecified)
  ERK EGF block = -4%

O=C(N/N=C/c1ccc(Br)cc1)c1cc[n+](Cc2ccccc2)cc1
  ERK EGF block = 2%

CCOc1ccnc(OCC)c1Br
  ERK EGF block = 7%

Going on with the list.
COc1ccc(-c2csc3nc(-c4ccc(C)cc4)oc(=O)c23)cc1OC
  ERK EGF block = 2%

COc1ccccc1N1CCN(C(=O)COc2cc(C)cc(C)c2)CC1
  ERK EGF block = 2%

Cc1ccc(S(=O)(=O)N(C)c2ccc3sc(C)nc3c2)cc1
  ERK EGF block = 9%

Cc1ccc(CN2CCN(Cc3cnc(N4CCOCC4)s3)CC2CCO)o1 (stereo unspecified)
  ERK EGF block = 5%

COc1cc2c(cc1OC)C(C)N(C(=O)c1cc3c(s1)-c1c(C)cccc1OC3)CC2 (stereo unspecified)
  ERK EGF block = 8%

NNC(=O)CCc1ccc(S(=O)(=O)N2CCOCC2)cc1
  ERK EGF block = 6%[57.5 µM]

COc1ccc(CCNC(=O)C2(C)CCC(=O)N2Cc2ccc3c(c2)OCO3)cc1OC (stereo unspecified)
  ERK EGF block = 4%

N#CC1=C(N)Nc2ncnn2C1c1ccc(F)cc1 (stereo unspecified)
  ERK EGF block = 17%

COc1ccc(N(C(=O)c2ccc(C)cc2)S(=O)(=O)c2cccs2)cc1
  ERK EGF block = 2%

C=CCn1c(-c2ccccc2OC)n[nH]c1=S
  ERK EGF block = -1%

O=C(NCc1ccco1)/C(=C/C=C/c1ccccc1)NC(=O)c1ccco1
  ERK EGF block = 3%

CC1(C)CC(NC2C3CC4CC(C3)CC2C4)CC(C)(C)N1 (stereo unspecified)
  ERK EGF block = 8%[57.5 µM]

O=S(=O)(NC(=S)NC1CCCCC1)c1cccs1
  ERK EGF block = 1%

CCC(=O)Nc1cccc(NC(=S)NC(=O)c2ccc(C)cc2)c1
  ERK EGF block = 2%

O=C(O/N=C(/c1ccccc1)c1ccncc1)c1ccc(F)cc1
  ERK EGF block = -3%

COc1ccc(NC(=O)c2ccc(-c3ccc([N+](=O)[O-])cc3)o2)cc1OC
  ERK EGF block = 5%

Cc1cc(C)nc(NN=C2CCCC2)n1
  ERK EGF block = 5%

CCN(CC)S(=O)(=O)c1ccc(OCCNS(C)(=O)=O)cc1
  ERK EGF block = 5%[57.5 µM]

C(=C\c1ccccn1)/c1ccncc1
  ERK EGF block = 2%[57.5 µM]

CC(=O)Oc1ccc(Cl)cc1/C=C/c1ccc2ccccc2n1
  ERK EGF block = ?

O=C1N(c2cccc3ccccc23)C(c2ccccc2)N2CCCN12 (stereo unspecified)
  ERK EGF block = -7%

Cc1cc(C(=O)COC(=O)c2ccc(N)c([N+](=O)[O-])c2)c(C)n1-c1ccc2c(c1)OCO2
  ERK EGF block = -16%

COC(=O)C1=CN(CC2CCCO2)C=C(C(=O)OC)C1c1cccc(O)c1 (stereo unspecified)
  ERK EGF block = 0%

COc1cccc(-n2cn[nH]c2=S)c1
  ERK EGF block = 2%

COCCCNC(=S)N1CCCN(c2nc3cc(C)ccc3cc2C#N)CC1
  ERK EGF block = -8%

Cc1ccc2c(CC(=O)OCC(=O)Nc3ccc(Cl)cn3)coc2c1
  ERK EGF block = 9%

CCC(NC(=O)Cn1cnc2c(=O)n(C)c(=O)n(C)c21)c1ccccc1 (stereo unspecified)
  ERK EGF block = 1%

COc1ccc(C)cc1N(C(=O)c1cccc(F)c1)c1nc2ccccc2s1
  ERK EGF block = 3%

COc1ccc2c(=O)cc(-c3cccnc3)oc2c1OC
  ERK EGF block = -4%[57.5 µM]

CCn1c(SCC(=O)NC2CCCc3ccccc32)nnc1-c1ccncc1 (stereo unspecified)
  ERK EGF block = -4%

COc1ccc(/C=N/NC(=O)Cn2nc([N+](=O)[O-])cc2C)c(OC)c1OC
  ERK EGF block = -5%[57.5 µM]

COc1ccc(S(=O)(=O)N2CCCCC2)cc1NC(=O)c1cccnc1SC
  ERK EGF block = 10%[57.5 µM]

CC(C)NC(=O)NC(=O)COC(=O)c1cc[n+]([O-])cc1
  ERK EGF block = 8%

COc1ccc(C2CC(c3cccs3)=NN2c2ccc(C=O)cc2)cc1 (stereo unspecified)
  ERK EGF block = ?

CC(C)(C)C(=O)CSc1ncnc2c1cnn2-c1ccccc1
  ERK EGF block = -18%[57.5 µM]

Cc1ccc(/C=C/C(=O)NC2CCS(=O)(=O)C2)cc1 (stereo unspecified)
  ERK EGF block = 16%

Oc1c(Cl)cc(Cl)c2cccnc12
  ERK EGF block = 15%&1%

CC(C)(C)C1CCC(OC(=O)c2cncc(Br)c2)CC1 (stereo unspecified)
  ERK EGF block = -6%

CCc1ccc(CN(C)C(=O)CCc2nnc(-c3ccc(-c4ccccc4)cc3)o2)nc1
  ERK EGF block = ?

CCOCCc1c(O)nc(SCCOc2ccc(C)c(C)c2)[nH]c1=O
  ERK EGF block = 4%

CC(C)NC(=O)c1c(CSc2ccccc2)noc1C(=O)NCc1ccccc1
  ERK EGF block = -7%[57.5 µM]

Cc1ccc(-n2cc(CNCCc3cscn3)c(-c3ccc(F)cc3)n2)cc1
  ERK EGF block = 2%

COCC(=O)OCC(=O)Nc1ccc(Cl)cc1[N+](=O)[O-]
  ERK EGF block = 6%

Cc1nc(NC(=O)COC(=O)CCC(=O)c2cccs2)c(Cl)cc1Cl
  ERK EGF block = 1%

Cc1cc(C)nc(SCc2ccc(C(=O)N/N=C/c3cccnc3)cc2)n1
  ERK EGF block = -2%

c1ccc(CN(Cc2ccccc2)c2c3c(nc4ncnn24)CCC3)cc1
  ERK EGF block = -20%[57.5 µM]

CCN(Cc1ccncc1)C(=O)CCc1nnc(CCC2CCCCC2)o1
  ERK EGF block = -6%

CC(Sc1ccccc1)C(=O)NN=C1CCCCCCC1 (stereo unspecified)
  ERK EGF block = 1%[57.5 µM]

CN(c1cccc(Cl)c1)S(=O)(=O)c1cccc(C(=O)Nc2nc3ccccc3[nH]2)c1
  ERK EGF block = 5%

CC(C)NCC(O)(c1ccc(Cl)cc1)c1ccc(Cl)cc1
  ERK EGF block = -6%

CN(C)/C=C/C(=O)c1ccc(C(F)(F)F)cc1F
  ERK EGF block = 5%

CCOC(=O)/C=C/CCCC=O
  ERK EGF block = -1%

CCNC(=O)[C@H]1O[C@@H](n2cnc3c(N)nc(NCCc4ccc(CCC(=O)O)cc4)nc32)[C@H](O)[C@@H]1O
  ERK EGF block = -9%[57.5 µM]

CCOC(=O)C(CC)/C(C)=N\NC(=O)c1cccc(C)c1 (stereo unspecified)
  ERK EGF block = 2%

CCOC(=O)c1[nH]c2ccc(OC)cc2c1NC(=S)N1CCN(c2ccccn2)CC1
  ERK EGF block = 2%

COc1ccccc1NC(=O)c1ccc(NC(=O)CN2C(=O)CN(C)C2=O)cc1
  ERK EGF block = 4%

Cc1ccc2cc(CN(CCCN(C)C)C(=S)NCc3ccccc3)c(=O)[nH]c2c1C
  ERK EGF block = 3%

CCCCOc1ccc(C(=O)N/C(=C/C=C/c2ccccc2)C(=O)O)cc1
  ERK EGF block = -13%

CN1C[C@@H]2C(c3ccc(C(F)(F)F)cc3)C3(c4cccnc4)CC2(C3)[C@H]1c1ccccc1 (stereo partly specified)
  ERK EGF block = 4%

CSc1ccc(C(=O)C2CCCN(C(=O)c3cccc(N4CCOCC4)c3)C2)cc1 (stereo unspecified)
  ERK EGF block = 4%

CNC(=O)c1[nH]cnc1C(=O)N[C@@H](C)C(=O)OCc1ccccc1
  ERK EGF block = 5%[57.5 µM]

Cc1ccc(C)n1-c1c(C(=O)NN)cnn1-c1ccccc1
  ERK EGF block = ?

O=C(Oc1cccc(-n2cnnn2)c1)c1ccccc1Cl
  ERK EGF block = -14%

CSc1nc(-c2ccc(Cl)cc2)nn1S(=O)(=O)c1ccc(Cl)cc1
  ERK EGF block = -6%

Cc1cc(NC(=O)CSc2ncccc2C(=O)O)no1
  ERK EGF block = -8%

O=C(O)CC12CC3CC(C1)CC(n1cncn1)(C3)C2
  ERK EGF block = 3%

COc1ccccc1OCc1nc(C#N)c(N2CCCC2)o1
  ERK EGF block = 3%

O=C1CCN(C2CCN(Cc3nc(Cc4ccccc4F)no3)CC2)CCN1
  ERK EGF block = -4%

CCOC(=O)C1=C(O)/C(=C\c2cc(C)n(-c3ccc(F)cc3)c2C)N=C1C
  ERK EGF block = -1%

Oc1ccccc1CNc1cccc2cccnc12
  ERK EGF block = 6%

COc1ccc(COc2cc(-c3cccc(OC)c3)nc3ccc(NC(C)=O)cc23)cc1
  ERK EGF block = 9%

O=C(N/C(=C/c1ccc(Br)cc1)C(=O)N1CCCC1=O)c1ccco1
  ERK EGF block = 32%

CNC(=O)CC1C(=O)N(Cc2ccccc2)C(=S)N1NC(=O)c1cccc(F)c1 (stereo unspecified)
  ERK EGF block = 13%

COCCSc1nc(N)c(NC(=O)c2ccc(OC)cc2)c(=O)[nH]1
  ERK EGF block = -2%

COCC(=O)N1CCC2(CC1)CN(C(c1ccccc1)c1ccccc1)C2
  ERK EGF block = -6%

CC(=O)NC(CC(=O)O)C(=O)O (stereo unspecified)
  ERK EGF block = 22%

COc1ccc(NS(=O)(=O)c2cccc(NC(=O)c3ccc(Cl)nc3)c2)cc1
  ERK EGF block = ?

O=C(c1ccc(S(=O)(=O)N2CCc3ccccc3C2)cc1)N1CCCCC1
  ERK EGF block = 9%

COc1ccc(S(=O)(=O)N2CCOCC2)cc1NC(=O)[C@@H]1CCCN1C(=O)c1cccs1
  ERK EGF block = -6%[57.5 µM]

O=C(NN=C1C2CC3CC(C2)CC1C3)c1ccccc1O
  ERK EGF block = -1%[57.5 µM]

COc1ccc(C2=C(C=C(C#N)C#N)C(c3ccccc3C)c3ccccc3O2)cc1OC (stereo unspecified)
  ERK EGF block = 5%

COc1cc(NC(=O)c2cnc(N)o2)cc(C(=O)Nc2cccc(C(F)(F)F)c2)c1
  ERK EGF block = 0%[57.5 µM]

COc1ccc2c(c1OC)C(=O)N(c1ccc(C)cc1)C2
  ERK EGF block = 9%[57.5 µM]

COc1ccccc1CN1CCCC2(CCN(C(=O)c3c(C)noc3C)CC2)C1
  ERK EGF block = 3%

CN(N=Nc1cccc([N+](=O)[O-])c1)c1cccc([N+](=O)[O-])c1
  ERK EGF block = ?

Cn1ncc(Cl)c1C(=O)Nc1nc2ccc(Cl)cc2s1
  ERK EGF block = -16%

Cc1ccc(S(=O)(=O)N2CCCCC2)cc1NC(=O)C1CCCO1 (stereo unspecified)
  ERK EGF block = 3%

Nc1cc(=O)[nH]c(SCC(=O)N2CCCCC2)n1
  ERK EGF block = 3%

CCN(CC)C(=O)C1CCCN(C(=S)Nc2cccc3ccccc23)C1 (stereo unspecified)
  ERK EGF block = -1%

COc1ccc(C2CC(c3ccccc3)=NN2S(=O)(=O)c2ccccc2)cc1 (stereo unspecified)
  ERK EGF block = -2%[57.5 µM]

COc1ccc(-n2c(O)c(/C=N/NS(=O)(=O)c3cccc([N+](=O)[O-])c3)c3ccccc3c2=O)cc1OC
  ERK EGF block = -8%
